LGR2 inh = inhibitors of bursicon-induced Drosophila LGR2 receptor cAMP signaling; HEK293 LGR2, CRE-luciferase, bursicon-stimulated, 4 h; inhibition, % at 9.99 µM; 380,000 tested, 0.35% active; AID 720647;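 active means drop in luminescence signal, shown as inhibition above about 50% in the replicate tests, limit read from the data, passing the limit was not always enough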;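 further: agonist challenge used bursicon conditioned medium at about half maximal strength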
PAX8 reporter = inhibitors of PAX8 transcriptional activity in RMG-I cells | RMG-I TPO-luciferase reporter, SteadyGlo, 24 h | inhibition, % at 12.6 µM | 360,000 tested, 1.2% active | AID 652154;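 active means mean replicate inhibition at least 60% with every replicate also reaching 60%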;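 further: luciferase light reporting Pax8 driven TPO promoter activity; plate controls were median of neutral control wells for no effect and mitoxantrone controls for full effect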
Cneo AK release = Cryptococcus neoformans lysis via adenylate kinase release | C. neoformans lysis, adenylate kinase release luminescence, 4 h; normalised: neutral wells 0, clomiphene wells 100 | lysis activity, % at 15 µM | 360,000 tested, 0.2% active | AID 651654;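 active means mean lysis activity across replicates of at least 80%, whatever share of replicates individually reach that level; inactive means mean lysis activity below 80%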
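Material: C. neoformans cells; Schedule: 4 h static compound exposure, 37 °C, read 1 h post-reagent; Measured by: adenylate kinase release luminescence; Read-out: signal increase indicating cell lysis; Controls: Clomiphene as positive lysis control.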
Statin myotox sup = suppression of simvastatin myotoxicity | AID 602340 | C2C12 myotubes + simvastatin, ATP luminescence, 48 h; scaled: DMSO 0, geranylgeraniol control 100 | rescue of ATP level, % at 7.49 µM | 330,000 tested, 0.78% active;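 active means mean ATP rescue above about 67%, or every replicate alone reaching that limit, limit read from the data, passing the limit was not always enough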;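 further: myotubes were challenged with 10 µM simvastatin during compound exposure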
PGC1a acetyl inh = lowers PGC1a acetylation signal in U2OS cells | 350,000 tested, 0.17% active | AlphaScreen anti-acetyl-lysine; with virally co-expressed GCN5 acetyltransferase | inhibition, % at 15.6 µM | AID 651687;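 active means every replicate shows inhibition of at least 40%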;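 further: 0% = neutral control wells and 100% = positive control wells; some results beyond the cut were filed as inactive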
ARNT TACC3 PPI = disruptors of human ARNT/TACC3 interaction; Q9Y6A5; AlphaScreen His-ARNT PAS-B/GST-TACC3 binding, luminescence; TACC3 fragment carries E629A point mutation; inhibition, % at 9.99 µM; 390,000 tested, 0.66% active;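 active means mean inhibition of replicates at least 50% and at least half of replicates each reaching 50%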;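 further: 0% = complete ARNT plus TACC3 wells and 100% = ARNT alone without TACC3; many hits fall short of the cut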
INS-1E GSIS act = GLuc luminescence reporter in INS-1E cells, primary screen for activators of glucose-dependent secretion of insulin | INS-1E GLuc reporter insulin secretion, 2-3 h | activation, % at 16.6 µM | 370,000 tested, 0.61% active;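 active means lowest replicate activation of at least 40%, so every replicate reaches that level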;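 further: 0% = median of neutral control wells and 100% = median of IBMX positive control wells; some compounds called inactive have numbers as strong as hits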
PglD inh = inhibitors of Campylobacter jejuni PglD acetyltransferase; purified PglD enzyme, DTNB colorimetric CoA detection; 360,000 tested, 0.098% active; AID 602405; inhibition, % at 12.5 µM; in the data active means inhibition above about 16%, passing the limit was not always enough; further: strong numbers were not always called active
An asterisk follows results filed as active; x = no result given; & = joins results of further samples.

#	SMILES	PAX8 reporter	Statin myotox sup	PGC1a acetyl inh	PglD inh
1	Cc1noc(C)c1S(=O)(=O)Nc1ccc2c(c1)C(=O)N([C@H](C)CO)C[C@H](C)[C@H](CN(C)Cc1ccc(-c3ccccc3)cc1)O2	x	x	-7	-1
2	C[C@H]1CCCCO[C@H](CN(C)C(=O)CCCN(C)C)[C@@H](C)CN([C@@H](C)CO)C(=O)c2cc(NC(=O)NC3CCCCC3)ccc2O1	-22	x	12	2
3	CCCOc1ccc(N2C(=O)CC(N3CCN(CCN=CC4=C(O)CC(C)(C)CC4=O)CC3)C2=O)cc1 (configuration not stated)	-4	x	4	x
4	COc1ccc(C2C3=C(CCCC3=O)Nc3nc(SCc4ccc(C(=O)O)cc4)nn32)cc1OC (configuration not stated)	9	5	8	-4
5	COC(=O)C1(C(F)(F)F)N=C(C(F)(F)F)Nc2ccc(Cl)cc21 (configuration not stated)	13	4	-5	4
6	Cc1cc(Oc2ccc(C#N)cc2)nc(N2CCOCC2)n1	x	x	-9	-2
7	C=CCc1cccc2cc(C(=O)NC3=C(C#N)CCC3)c(=O)oc12	x	7	0	-7
8	Cc1cc(NC(=O)CSc2nncn2-c2ccccc2)no1	2	x	x	x

#	LGR2 inh	Cneo AK release	ARNT TACC3 PPI	INS-1E GSIS act
1	-17	2	1	-40
2	-8	-2	-8	8
3	13	x	-11	1
4	9	1	-3	2
5	9	-1	-2	14
6	x	1	-4	x
7	x	0	-5	x
8	-2	x	2	-1

(list continues)
#	SMILES	PAX8 reporter	Statin myotox sup	PGC1a acetyl inh	PglD inh
9	COc1cccc(-c2ccc([C@@H]3[C@@H](CO)N4C(=O)CN(C(=O)c5cccnc5)C[C@H]34)cc2)c1	-2	x	-5	x
10	NC(=O)C1CCCN(C(=O)Nc2cccc3ccccc23)C1 (configuration not stated)	x	7	-2	5
11	C[C@@H](NC(=O)[C@@H]1Cc2ccccc2CN1)C(=O)NC1CCCC1	10	5	2	-3
12	CCOC(=O)C(C)Oc1ccc(OCc2ccccc2)cc1 (configuration not stated)	-3	x	x	x
13	Cn1c(=O)[nH]c(=O)c2c1nc(N1CCCCCC1)n2CCCSc1nc2ccccc2o1	10	8	-24	1
14	COc1cc(O)sc1C=Nc1ccc(Cl)cc1	3	3	x	-4
15	CCOc1ncccc1C(=O)OCC(=O)NCCc1ccccc1	x	-1	-5	x
16	COc1cc(S(=O)(=O)N(Cc2ccccc2)Cc2ccccn2)ccc1-n1cnnn1	x	0	-4	6

#	LGR2 inh	Cneo AK release	ARNT TACC3 PPI	INS-1E GSIS act
9	6	x	x	-9
10	4	4	-5	5
11	5	-1	-3	-3
12	-13	x	-9	5
13	x	2	-2	x
14	-13	1	13	-6
15	8	-24	-6	1
16	x	6	-1	x

Records 3–13 from above:
#	SMILES	PAX8 reporter	Statin myotox sup	PGC1a acetyl inh	PglD inh
3	CCCOc1ccc(N2C(=O)CC(N3CCN(CCN=CC4=C(O)CC(C)(C)CC4=O)CC3)C2=O)cc1 (configuration not stated)	-4	x	4	x
4	COc1ccc(C2C3=C(CCCC3=O)Nc3nc(SCc4ccc(C(=O)O)cc4)nn32)cc1OC (configuration not stated)	9	5	8	-4
5	COC(=O)C1(C(F)(F)F)N=C(C(F)(F)F)Nc2ccc(Cl)cc21 (configuration not stated)	13	4	-5	4
6	Cc1cc(Oc2ccc(C#N)cc2)nc(N2CCOCC2)n1	x	x	-9	-2
7	C=CCc1cccc2cc(C(=O)NC3=C(C#N)CCC3)c(=O)oc12	x	7	0	-7
8	Cc1cc(NC(=O)CSc2nncn2-c2ccccc2)no1	2	x	x	x
9	COc1cccc(-c2ccc([C@@H]3[C@@H](CO)N4C(=O)CN(C(=O)c5cccnc5)C[C@H]34)cc2)c1	-2	x	-5	x
10	NC(=O)C1CCCN(C(=O)Nc2cccc3ccccc23)C1 (configuration not stated)	x	7	-2	5
11	C[C@@H](NC(=O)[C@@H]1Cc2ccccc2CN1)C(=O)NC1CCCC1	10	5	2	-3
12	CCOC(=O)C(C)Oc1ccc(OCc2ccccc2)cc1 (configuration not stated)	-3	x	x	x

#	LGR2 inh	Cneo AK release	ARNT TACC3 PPI	INS-1E GSIS act
3	13	x	-11	1
4	9	1	-3	2
5	9	-1	-2	14
6	x	1	-4	x
7	x	0	-5	x
8	-2	x	2	-1
9	6	x	x	-9
10	4	4	-5	5
11	5	-1	-3	-3
12	-13	x	-9	5

#	SMILES	PAX8 reporter	Statin myotox sup	PGC1a acetyl inh	PglD inh
13	Cn1c(=O)[nH]c(=O)c2c1nc(N1CCCCCC1)n2CCCSc1nc2ccccc2o1	10	8	-24	1

#	LGR2 inh	Cneo AK release	ARNT TACC3 PPI	INS-1E GSIS act
13	x	2	-2	x

The list continues.
#	SMILES	PAX8 reporter	Statin myotox sup	PGC1a acetyl inh	PglD inh
17	Cc1ccc(S(=O)(=O)N2C[C@]3(O)C[C@@H]4C(=O)N(c5ccccc5)C(=O)[C@@H]4C[C@]3(OC(=O)NCC3CCCCC3)C2)cc1	-48	2	1	3
18	Cc1ccc(C(=O)c2cn[nH]c2-c2ccccc2O)cc1	x	23	-2	-2
19	C[C@H](CO)N1C[C@H](C)[C@@H](CN(C)S(=O)(=O)c2cccs2)OCCCC[C@H](C)Oc2ccc(NC(=O)CCC(F)(F)F)cc2C1=O	2	x	6	4
20	CS(=O)(=O)c1ccc(Cl)c(C(=O)O)c1	x	21	20	3
21	Cc1ccc(S(=O)(=O)NNC(=O)Nc2cccc(F)c2)c(C)c1	x	x	-3	3
22	CC(C)S(=O)(=O)c1csc(C(=O)NN)c1Cl	21	x	-2	-1
23	COCCCNC(=O)c1cccc(S(=O)(=O)N2CC3(C)CC2CC(C)(C)C3)c1 (configuration not stated)	2	-3	9	-3
24	Cc1cccn2c(=O)nc(SCC(=O)NCc3ccc4c(c3)OCO4)nc12	9	x	x	11

#	LGR2 inh	Cneo AK release	ARNT TACC3 PPI	INS-1E GSIS act
17	-18	-2	x	-21
18	x	-2	-2	x
19	-7	0	-22	-13
20	-9	-3	-13	36
21	-5	-1	-3	15
22	28	1	x	-1
23	-23	-2	9	-7
24	-18	-1	1	21

Other compounds.
#	SMILES	PAX8 reporter	Statin myotox sup	PGC1a acetyl inh	PglD inh
25	CCC(C(=O)OCC(=O)C1(O)CCC2C3CCC4=CC(=O)CCC4(C)C3C(O)CC21C)C(C)C (configuration not stated)	3	4	-12	-5
26	O=C(NC1CCN(C(=O)C2CCCCC2)CC1)c1ccccc1	0	x	19	x
27	Cn1cnc([N+](=O)[O-])c1Nc1ccccc1O	x	1	9	-1
28	CCC(=O)N(C)C[C@H]1Oc2cc(/C=C/c3ccccc3)ccc2S(=O)(=O)N([C@H](C)CO)C[C@H]1C	x	11	2	-2
29	C[C@@H]1CN([C@H](C)CO)C(=O)c2cc(NC(=O)CCCCCC(=O)Nc3ccccc3N)ccc2O[C@@H]1CN(C)S(C)(=O)=O	x	x	5	-3
30	O=C(Nc1cc(Cl)cc(Cl)c1)N[C@@H]1CC[C@@H](CCNS(=O)(=O)c2cccc(F)c2)O[C@@H]1CO	-2&0	3	4	2
31	O=S(=O)(Nc1nc2ccccc2nc1NCC1CCCO1)c1cccs1 (configuration not stated)	x	-11	9	-1
32	COC(=O)COc1ccc(S(=O)(=O)NCc2cccnc2)cc1	x	7	-4	-1

#	LGR2 inh	Cneo AK release	ARNT TACC3 PPI	INS-1E GSIS act
25	46	7	-1	x
26	5	x	-2	17
27	x	1	-15	x
28	14	0	3	-14
29	2	2	1	9
30	-6&15	-10	x	6
31	x	1	-5	x
32	0	1	-6	5

(cont.)
#	SMILES	PAX8 reporter	Statin myotox sup	PGC1a acetyl inh	PglD inh
33	CCOC(=O)C1CCN(c2cc3c(cc2NC(=O)c2ccccc2Br)n(C)c(=O)n3C)CC1	-25	6	-7	-1
34	CCN(Cc1ccccc1)S(=O)(=O)c1c(C(=O)N2CCCC2)c(C)n(C)c1C	12	23	-1	4
35	COCCN(C(=O)CCN1C(=O)C2CC=CCC2C1=O)c1c(N)n(CC(C)C)c(=O)[nH]c1=O (configuration not stated)	-4	2	0	4
36	O=Cc1cc2c(cc1[B-](F)(F)F)OCO2	-3	-1	20	7
37	Cc1cc(C(=O)CN2C(=O)c3ccccc3S2(=O)=O)c(C)n1C(C)C	71*	3	x	-6
38	COc1ccc(C(=O)N2CCC(C(=O)c3ccc(F)cc3)CC2)cc1	17	4	-4	4
39	O=C(O)C1CCN(C(=O)c2ccc(S(=O)(=O)N3CCCCCC3)cc2)CC1	28	0	x	-3
40	Cc1ccc(NC(=O)CSc2ncccn2)c([N+](=O)[O-])c1	-51	x	x	x

#	LGR2 inh	Cneo AK release	ARNT TACC3 PPI	INS-1E GSIS act
33	10	-7	11	0
34	10	-3	-3	-8
35	-1	-1	0	6
36	2	1	-2	-2
37	76*	-2	3	0
38	x	1	5	x
39	-16	-1	x	5
40	-26	x	1	16

(further entries)
#	SMILES	PAX8 reporter	Statin myotox sup	PGC1a acetyl inh	PglD inh
41	CCN(CC)C(=O)[C@H]1C[C@H](CC(=O)NCCCn2ccnc2)C(=O)N2CCc3c([nH]c4cc(CCC(=O)N(C)C)ccc34)[C@]12C	-4	8	x	7
42	C[C@H]1CN([C@@H](C)CO)C(=O)Cc2cc(NS(=O)(=O)c3ccc(Cl)cc3)ccc2O[C@@H]1CN(C)Cc1ccc(Oc2ccccc2)cc1	48	21	12	1
43	CC(=O)c1ccc(NC(=O)NC2CCCCCCC2)cc1	-195	-24	x	-1
44	O=C(/C=C/c1cccc(F)c1)Nc1cc(S(=O)(=O)N2CCOCC2)ccc1N1CCCC1	16	-1	4	-9
45	O=C(C1CCOCC1)N1C[C@@H]2N[C@H](C1)C2c1ccc(-c2ccccc2F)cc1 (some centres not stated)	-1&-5	x	-6&-4	x
46	COc1ccc(OCCNC(=O)c2ccccc2Cl)cc1	-8	11	-1	6
47	O=C(COc1coc(CN2CCc3ccccc3C2)cc1=O)Nc1ccc(F)cc1F	2	10	x	6
48	CCOC(=O)C1CCN(Cc2cc(=O)oc3cc(C)ccc23)CC1	-5	8	-1	-1

#	LGR2 inh	Cneo AK release	ARNT TACC3 PPI	INS-1E GSIS act
41	6	-4	x	14
42	16	-14	5	-13
43	-81	3	-6	-19
44	1	-1	-7	-10
45	10&-8	x	x	14&-16
46	0	0	-17	-1
47	-2	3	1	-8
48	-18	4	15	4

Other records:
#	SMILES	PAX8 reporter	Statin myotox sup	PGC1a acetyl inh	PglD inh
49	CO[C@H]1CN(C)C(=O)c2cc(NS(=O)(=O)c3cn(C)cn3)ccc2OC[C@@H](C)N(Cc2cccc(F)c2)C[C@H]1C	-5	1	-1	-2
50	Cc1ccc(S(=O)(=O)N2C[C@@H]3[C@H]4CC[C@H](C4)[C@@H]3[C@@H](C)[C@@H]2c2cn(Cc3ccccc3)c3ccc(F)cc23)cc1	-1	-10	-2	-4
51	CCn1c(=O)cc(SCC(=O)N2CCN(C3CCCCC3)CC2)c2ccccc21	x	44	-38	-1
52	Cc1cc(NC(=S)NC(=O)CC(C)C)ccc1Br	x	-91	-26	1
53	CC(=O)CCc1c[nH]c2c(C(=O)O)cccc12	x	104*	5	3
54	COCC(=O)N1C[C@@H](C)[C@H](OC)CN(C)C(=O)c2cc(NC(=O)c3cnccn3)ccc2OC[C@@H]1C	-16	-9	1	2
55	O=C(Nc1ccccc1C(=O)O)C1=NN=CC1	8	x	x	x
56	CC(NC(=O)Nc1nnc(C(F)(F)F)s1)(C(F)(F)F)C(F)(F)F	x	-216	5	-1

#	LGR2 inh	Cneo AK release	ARNT TACC3 PPI	INS-1E GSIS act
49	-7	-1	5	6
50	16	-2	-2	-10
51	-4	-13	4	5
52	-42	5	-25	-6
53	x	0	-5	x
54	0	7	-2	12
55	-6	x	15	23
56	x	-2	3	x

Bioassay records: PubChem, Broad Institute

This is a random part of the collection; about 2.9% have a hit in one of these screens.
